High-throughput results: PubChem BioAssay, The Scripps Research Institute Molecular Screening Center
CHO-K1 Ca PAM: nonselective activator or artifact in parental CHO-K1 calcium assay; ATP EC20, Fluo-8 calcium fluorescence; 0% at ATP EC20, 100% at ATP max; activation, % at 3 µM; 360,000 compounds, 0.02% hits; AID 602247;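 active = activation above the run cutoff, the mean activation of all test compounds plus 3 SD, cut at about 40% in these data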;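 note: peak over basal fluorescence ratio in a 140 s read after ATP addition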
TAAR1 antagonist: human TAAR1 antagonism; Q96RJ0; 360,000 compounds, 1.5% hits; inhibition, % at 3 µM; CHO RD-HGA16 TAAR1, Fluo-8 calcium fluorescence, antagonist;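 active = inhibition above a per-plate cutoff, the mean inhibition of test compounds on that plate plus 3 SD, cut at about 49% in these data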;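 note: 0% = DMSO plus EC80 beta-PEA response and 100% = DMSO alone without agonist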
Target sequence (Q96RJ0 whole entry, looked up): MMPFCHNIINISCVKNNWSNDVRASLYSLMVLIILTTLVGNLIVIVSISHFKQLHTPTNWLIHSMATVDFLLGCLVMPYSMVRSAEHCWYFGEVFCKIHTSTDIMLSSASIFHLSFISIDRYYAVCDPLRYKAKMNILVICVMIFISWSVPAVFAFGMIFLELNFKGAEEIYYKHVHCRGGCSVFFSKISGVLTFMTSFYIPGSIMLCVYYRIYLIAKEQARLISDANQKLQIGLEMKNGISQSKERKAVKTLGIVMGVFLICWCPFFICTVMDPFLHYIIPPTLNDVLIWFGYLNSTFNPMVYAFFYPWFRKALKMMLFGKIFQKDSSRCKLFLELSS
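test system = CHO RD-HGA16 cells bearing hTAAR1 | replication = singlicate | controls = DMSO-only wells and EC80 β-PEA-stimulated wells | reagent = EC80 β-phenethylamine stimulus | read-out basis = percent inhibition of PEA-evoked calcium signal, max/basal emission ratio | schedule = seeding 17-24 h prior, 75-min 37 °C, 30-min RT dye loading | signal = kinetic Fluo-8 calcium fluorescence measurement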
TAAR1 ag: agonists of human TAAR1. Q96RJ0. CHO RD-HGA16 TAAR1, Fluo-8 calcium fluorescence; vehicle wells 0%, saturating PEA agonist 100%. activation, % at 3 µM. 360,000 compounds, 0.99% hits;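 active = activation above the mean activation of all test compounds in the run plus 3 SD, cut at about 38% in these data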
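Assay system: CHO-derived RD-HGA16 cells with stable Gα16 and human TAAR1; timing: 17-24 h seeding, 75 min 37 °C dye, 30 min RT; read-out: % activation from peak over basal fluorescence ratio, DMSO-to-PEA scaled; measured by: kinetic Fluo-8 calcium fluorescence; benchmarks: low control DMSO, high control PEA (EC100); doses: 3 µM single concentration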
M1 ag: activates human CHRM1 receptor; 360,000 compounds, 0.33% hits; activation, % at 3 µM; P11229; AID 588814; CHO-K1 hM1, Fluo-8 calcium fluorescence, agonist mode; 0% DMSO, 100% acetylcholine EC100;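 active = activation above the run's mean compound activation plus 3 SD, cut at about 16% in these data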;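 note: peak over basal fluorescence ratio within a 140 s kinetic read after compound addition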
CHO-K1 Ca ag: M1 agonist counterscreen hit in parental CHO-K1 cells; Fluo-8 calcium fluorescence; scaled to maximal ATP response, vehicle zero; activation, % at 3 µM; 360,000 compounds, 0.48% hits; in the data active = activation above about 15%;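 note: untransfected CHO-K1 host cells lacking M1 receptor as counterscreen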
CHO-K1 Ca antag: nonselective inhibitor or artifact in parental CHO-K1 cells. inhibition, % at 3 µM. ATP-induced calcium, Fluo-8 fluorescence. 360,000 compounds, 0.6% hits;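 active = inhibition above a per-plate cutoff, the plate's mean sample inhibition plus 3 SD, cut at about 24% in these data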;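 note: 0% = DMSO plus EC80 ATP and 100% = DMSO alone without ATP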
M1 antag: human CHRM1 antagonism. P11229. CHO-K1 hM1, Fluo-8 calcium fluorescence, ACh EC80 antagonist. inhibition, % at 3 µM. 360,000 compounds, 1.3% hits. AID 588852;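 active = percent inhibition above its own plate's cutoff, namely the mean of that plate's compound wells plus 3 SD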;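 note: peak over basal fluorescence ratio during 140 s after agonist addition; 0% = ACh EC80 plus DMSO and 100% = DMSO alone without agonist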
CHO parental Ca: counter-screen for OX1R antagonists: effect in parental CHO cells | parental CHO-K1, ATP-induced calcium, Fluo-8 fluorescence | inhibition, % at 5.6 µM | 330,000 compounds, 0.63% hits | AID 463079;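 active = inhibition above that plate's mean sample inhibition plus 3 SD, cut at about 26% in these data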;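 note: 0% = ATP-challenged DMSO wells and 100% = DMSO wells without ATP; some compounds past the cut are filed as inactive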
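Material: parental CHO cells / Compound: single nominal dose of 5.6 µM per compound / Signal: Fluo-8 fluorescence / Replicates: singlicate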
OXTR potentiator: potentiators of human oxytocin receptor. P30559. CHO-OTR cells, Fluo-8 calcium fluorescence, potentiator mode; 0% = oxytocin EC15, 100% = EC100. activation, % at 3 µM. 320,000 compounds, 0.061% hits. AID 2445;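 active = activation above that plate's cutoff, the mean activation of tested compounds plus 3 SD, cut at about 6.6% in these data, passing the limit was not always enough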;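 note: 100% uses oxytocin at 75 nM as the full agonist control; some results filed as inactive read as strong as hits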
Target sequence (P30559 whole entry, looked up): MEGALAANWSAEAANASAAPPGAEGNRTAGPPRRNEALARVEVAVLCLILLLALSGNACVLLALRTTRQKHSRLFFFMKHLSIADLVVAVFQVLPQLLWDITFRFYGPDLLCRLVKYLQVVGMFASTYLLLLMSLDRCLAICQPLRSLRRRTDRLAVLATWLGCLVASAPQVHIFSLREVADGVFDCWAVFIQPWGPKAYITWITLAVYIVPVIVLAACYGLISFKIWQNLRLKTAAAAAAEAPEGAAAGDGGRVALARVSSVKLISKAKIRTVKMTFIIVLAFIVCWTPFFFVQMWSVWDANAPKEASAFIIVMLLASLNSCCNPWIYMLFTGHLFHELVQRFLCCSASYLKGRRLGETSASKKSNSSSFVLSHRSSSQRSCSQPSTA
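Replication – single well per compound, singlicate · Assay system – CHO cell line stably expressing human OTR · Timing – 6 min pre-incubation, 100 s read · Measure – normalized max/min fluorescence ratio, % activation · Doses – 3.0 µM, one dose · Detection – Fluo-8 calcium dye fluorescence · Probe or stimulus – oxytocin near EC15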
* marks the source's active call; other numbers are inactive results; . = not tested or not shown; & = joins results of further samples.

1) CCN1C(=O)CC(C(=O)Nc2ccc(F)cc2)SC1=Nc1ccc2c(c1)OCO2 (stereo not given)
2) O=C(COC(=O)c1cc(S(=O)(=O)N2CCCCC2)ccc1N1CCOCC1)c1ccc(Cl)cc1
3) CN(c1ccc(C(=O)Nc2ccc3c(c2)n(C)c(=O)n3C)cc1)S(C)(=O)=O
4) CCc1ccccc1NC(=O)c1ccc([N+](=O)[O-])s1
5) O=C(O)COc1ccc(/C=C2\SC(=Nc3ccccc3)N(c3ccccc3)C2=O)cc1
6) COc1ccccc1NC(=O)Nc1ccc2c(c1)CCC2
7) Cn1c(=O)oc2cc(S(=O)(=O)N3CCCCC3)ccc21
8) CSc1ccccc1OCc1cc(C(=O)N2CCN(c3ncccn3)CC2)no1
Compound	1	2	3	4	5	6	7	8
CHO-K1 Ca PAM	15	-10	-8	9	11	7	-30	-4
TAAR1 antagonist	52*	-1	3	5	2	-2	0	-9
TAAR1 ag	17	-2	0	1	6	-3	0	0
M1 ag	-1	-3	-5	-4	-5	-5	10	-3
CHO-K1 Ca ag	3.2	0.1	0.8	2.1	-0.3	0.0	-0.1	3.5
CHO-K1 Ca antag	10	3	-5	-10	-6	-6	12	-1
M1 antag	12	9	-12	10	-2	-4	14	-4
CHO parental Ca	-22	-7	-5	5	-8	5	-22	-17
OXTR potentiator	-13	-1	0	-8	-10	-2	-11	-8

9) CCOC(=O)C1CCN(C(=O)c2cccc(S(=O)(=O)N(C)C3CCCCC3)c2)CC1
10) Cc1ccc(CNC(=O)N[C@@H](Cc2ccccc2)C(=O)O)cc1
11) COc1cc(/C=C(\C#N)C(=O)N2CCCCC2)ccc1O
12) CC(C)NC(=O)c1cc(C2CCCCN2C(=O)CCCc2ccccc2)on1 (stereo not given)
13) CC(=NNC(=O)c1ccncc1)c1ccc2ccccc2c1O
14) CC(C)C(C(=O)NCC1CCCO1)N(C(=O)CNS(=O)(=O)c1ccc(F)cc1)C1CCCCC1 (stereo not given)
15) Cc1ccc(C(=O)Nc2cccc3ccccc23)cc1
16) Cc1c(NC(=O)c2cc3nc(-c4ccc(Cl)cc4)cc(C(F)(F)F)n3n2)c(=O)n(-c2ccccc2)n1C
Compound	9	10	11	12	13	14	15	16
CHO-K1 Ca PAM	12	26	11	21	-20	7	13	-4
TAAR1 antagonist	11	7	9	-6	76*	5	6	-3
TAAR1 ag	3	1	1	0	167*	2	-2	3
M1 ag	-3	-5	-5	-9	70*	-1	-6	-4
CHO-K1 Ca ag	5.2	0.4	1.3	1.3	69*	0.3	-0.8	-0.4
CHO-K1 Ca antag	6	-6	-13	-5	16	-16	8	3
M1 antag	-4	-7	-10	-21	29	-6	-3	-22
CHO parental Ca	-22	-5	-6	.	.	-33	-10	-12
OXTR potentiator	0	-5	-10	.	.	-4	3	-2

17) O=C(CNC(=O)COc1ccccc1)NCc1ccccc1F
18) CC(=O)c1c(C)oc2ccc(NS(=O)(=O)c3ccc(C)cc3)cc12
19) N#Cc1ccccc1OCC(=O)Nc1cc(S(=O)(=O)N2CCCCC2)ccc1N1CCOCC1
20) CCOc1ccc(/C=N/NC(=O)C(=O)N2CCCCCC2)c2ccccc12
21) Cc1cc(S(=O)(=O)N2CCOCC2)ccc1OCC(=O)Nc1cccc(C(F)(F)F)c1
22) CCNC(=S)N1CCN(S(=O)(=O)c2ccc(Cl)s2)CC1
23) CN(C(=O)Nc1ccccc1)C1CCS(=O)(=O)C1 (stereo not given)
24) O=C1c2cccc3cccc(c23)C(=O)N1OS(=O)(=O)c1ccccc1
Compound	17	18	19	20	21	22	23	24
CHO-K1 Ca PAM	-3	4	-10	4	-8	17	10	14
TAAR1 antagonist	2	-16	14	-26	31	-13	-9	21
TAAR1 ag	1	13	3	1	15	5	12	2
M1 ag	-6	3	-2	-1	-3	6	-3	2
CHO-K1 Ca ag	0.3	6.3	0.7	-0.2	0.9	4.5	0.1	0.3
CHO-K1 Ca antag	7	1	-8	-2	-5	-14	-9	-3
M1 antag	-2	-6	0	-7	6	-23	-25	-19
CHO parental Ca	-5	8	.	.	1	-1	-2	-5
OXTR potentiator	0	-6	.	.	-10	-6	-8	-5

25) Cc1ccc(NC(=S)N(CCCN2CCOCC2)Cc2cccnc2)cc1C
26) Cc1cccc(NC(=O)c2ccc(S(=O)(=O)NCc3cccnc3)cc2)c1
27) COc1ccccc1N1CCN(S(=O)(=O)c2ccc(-n3cnnn3)cc2)CC1
28) CC(C)CNS(=O)(=O)c1ccc(S(=O)(=O)NC2CCOC(C)(C)C2)cc1 (stereo not given)
29) CC(=O)c1c(C)[nH]c(C(=O)COc2cc(C)cc(C)c2)c1C
30) COc1ccccc1NC(=O)CCSc1nnnn1C
31) CCN1CCN(Cc2ccc(NC(=O)c3ccc(C)c(NC(=O)c4cccc5[nH]ccc45)c3)cc2C(F)(F)F)CC1
32) COc1ccc(CCNC(=O)C2CCC(CNc3c(N4CCCC4)c(=O)c3=O)CC2)cc1OC (stereo not given)
Compound	25	26	27	28	29	30	31	32
CHO-K1 Ca PAM	-2	12	10	7	6	13	9&-18	11
TAAR1 antagonist	-13	1	1	0	31	10	7&5	10
TAAR1 ag	0	-3	-2	18	23	-1	4&5	-1
M1 ag	-2	-4	-3	8	1	0	-9&-8	-1
CHO-K1 Ca ag	0.3	6.4	2.9	2.1	3.3	0.4	0.7&-0.2	0.1
CHO-K1 Ca antag	-11	5	-17	5	-17	-10	-4&6	2
M1 antag	-6	-14	-3	-33	-2	-14	-1&7	8
CHO parental Ca	-12	-11	-12	5	-5	7	-7	-20
OXTR potentiator	1	-4	-12	-9	-8	-10	-6	-26

3 entries from above, sorted by count of non-hydrogen atoms, low to high:
15) Cc1ccc(C(=O)Nc2cccc3ccccc23)cc1
12) CC(C)NC(=O)c1cc(C2CCCCN2C(=O)CCCc2ccccc2)on1 (stereo not given)
16) Cc1c(NC(=O)c2cc3nc(-c4ccc(Cl)cc4)cc(C(F)(F)F)n3n2)c(=O)n(-c2ccccc2)n1C
Compound	15	12	16
CHO-K1 Ca PAM	13	21	-4
TAAR1 antagonist	6	-6	-3
TAAR1 ag	-2	0	3
M1 ag	-6	-9	-4
CHO-K1 Ca ag	-0.8	1.3	-0.4
CHO-K1 Ca antag	8	-5	3
M1 antag	-3	-21	-22
CHO parental Ca	-10	.	-12
OXTR potentiator	3	.	-2

More structures follow.
33) CC(C)S(=O)(=O)c1csc(NC(=O)Nc2cccc([N+](=O)[O-])c2)c1Cl
34) CN(c1ccc(C(=O)Nc2ccc3c(c2)OCCO3)cc1)S(C)(=O)=O
35) CC(C)(C)C(=O)NNC(=O)COc1ccc2ccccc2c1Br
36) CCCCc1nc2cc(C(=O)N(C)CCc3cn[nH]c3)ccc2o1
37) O=C(COC(=O)C1CCN(S(=O)(=O)c2cc([N+](=O)[O-])ccc2Cl)CC1)Nc1ncc(Cl)cc1Cl
38) Cc1nc2ccccc2c(C)c1CC(=O)N(CC(C)C)c1c(N)n(Cc2ccccc2)c(=O)[nH]c1=O
39) COc1cc(/C=C/C(=O)Nc2ccc3[nH]c(=O)[nH]c3c2)cc(OC)c1OC
40) CCOc1ccc(OCC)c(NC(=O)C2COc3ccccc3O2)c1 (stereo not given)
Compound	33	34	35	36	37	38	39	40
CHO-K1 Ca PAM	-2	6	-9	22	20	-8	-10	11
TAAR1 antagonist	15	-19	4	-16	11	-21	3	9
TAAR1 ag	19	5	4	2	9	0	0	7
M1 ag	1	-2	-1	-4	-3	-7	5	0
CHO-K1 Ca ag	4.0	1.1	0.7	0.9	1.1	0.1	0.3	0.7
CHO-K1 Ca antag	-5	-4	8	-21	-15	9	-2	5
M1 antag	5	2	-3	-5	-3	-3	6	7
CHO parental Ca	-3	-1	-2	-15	-6	-23	-6	-18
OXTR potentiator	-4	-5	-11	-4	-9	-3	-5	-12

3 compounds from above, sorted by the value under M1 antag, largest number first:
| No. | smiles | M1 antag |
| --- | --- | --- |
| 2 | O=C(COC(=O)c1cc(S(=O)(=O)N2CCCCC2)ccc1N1CCOCC1)c1ccc(Cl)cc1 | 9 |
| 5 | O=C(O)COc1ccc(/C=C2\SC(=Nc3ccccc3)N(c3ccccc3)C2=O)cc1 | -2 |
| 24 | O=C1c2cccc3cccc(c23)C(=O)N1OS(=O)(=O)c1ccccc1 | -19 |

(more compounds)
41) Cc1ccc(N(C(=O)Cc2cccs2)C(C(=O)NC2CCCCC2)c2ccccn2)cc1C (stereo not given)
42) C=CCn1c(Cc2csc(N)n2)nnc1SCc1ccc(C(=O)OC)cc1
43) C#CCOCCOCCOCCNc1nc(N2CCOCC2)nc(N2CCN(C(=O)[C@H](CCC(=O)O)n3cc(C(N)Cc4ccc(O)cc4)nn3)CC2)n1 (stereo not given in full)
44) CSc1nccc(NC(=O)c2ccc(C(C)(C)C)cc2)n1
45) Cc1c(NC(=O)C(C)OC(=O)CNC(=O)c2ccc(C(C)(C)C)cc2)c(=O)n(-c2ccccc2)n1C (stereo not given)
46) CCOc1ccc(C(Nc2ccc(C)cc2)P2(=O)OCCCO2)cc1 (stereo not given)
Compound	41	42	43	44	45	46
CHO-K1 Ca PAM	4	25	-21	-17	14	16
TAAR1 antagonist	-5	12	.	16	4	13
TAAR1 ag	11	12	.	-3	0	3
M1 ag	-7	-8	-2	-6	-1	-2
CHO-K1 Ca ag	8.9	1.5	-0.5	8.4	0.3	0.3
CHO-K1 Ca antag	-3	-17	17	25*	10	-6
M1 antag	6	-18	8	32	-11	-9
CHO parental Ca	-31	-10	0	34*	0	-9
OXTR potentiator	-8	-3	-5	-19	2	-4
